Source: PubChem BioAssay (several laboratories)
STK33 kinase inh: blocks human STK33 kinase activity; AID 2661; 320,000 tested, 0.073% active; purified STK33, MBP phosphorylation, ADP-Glo luminescence; inhibition, % at 10 µM; Q9BYT3;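 active = inhibition at or above 25%, using the most active replicate where run in duplicate; inactive = inhibition below 25%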
Target sequence (Q9BYT3 whole entry, looked up): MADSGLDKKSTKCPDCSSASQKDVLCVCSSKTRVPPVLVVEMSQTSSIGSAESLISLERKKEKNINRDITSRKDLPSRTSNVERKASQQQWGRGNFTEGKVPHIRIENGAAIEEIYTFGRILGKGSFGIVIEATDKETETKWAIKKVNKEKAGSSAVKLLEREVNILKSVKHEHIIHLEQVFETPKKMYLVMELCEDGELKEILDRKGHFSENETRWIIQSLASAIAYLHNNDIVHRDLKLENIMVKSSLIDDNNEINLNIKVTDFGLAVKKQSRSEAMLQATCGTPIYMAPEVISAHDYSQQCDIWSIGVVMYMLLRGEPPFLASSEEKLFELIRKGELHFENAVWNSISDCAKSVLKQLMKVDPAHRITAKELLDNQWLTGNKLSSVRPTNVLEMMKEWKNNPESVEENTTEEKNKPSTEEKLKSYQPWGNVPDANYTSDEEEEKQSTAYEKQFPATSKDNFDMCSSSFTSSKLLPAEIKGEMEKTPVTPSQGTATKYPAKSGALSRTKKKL
Kir21 block: Kir2.1 (mouse) channel inhibition. P35561. HEK293-Kir2.1, FluxOR thallium flux fluorescence; hits give low values. B-score at 10 µM. 310,000 tested, 0.85% active. AID 1672;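 active = fluorescence ratio B-score at or below minus 3 SD of library scores, with starting-brightness B-score within 2 SD, cut at about -4.2 in these data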;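 also: channel flux triggered by added potassium and thallium sulfate stimulus; B-score of peak minus minimum fluorescence over baseline after thallium stimulus; more negative B-score means stronger Kir2.1 block with less thallium influx; some compounds called inactive have numbers as strong as hits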
Target sequence (P35561 whole entry, looked up): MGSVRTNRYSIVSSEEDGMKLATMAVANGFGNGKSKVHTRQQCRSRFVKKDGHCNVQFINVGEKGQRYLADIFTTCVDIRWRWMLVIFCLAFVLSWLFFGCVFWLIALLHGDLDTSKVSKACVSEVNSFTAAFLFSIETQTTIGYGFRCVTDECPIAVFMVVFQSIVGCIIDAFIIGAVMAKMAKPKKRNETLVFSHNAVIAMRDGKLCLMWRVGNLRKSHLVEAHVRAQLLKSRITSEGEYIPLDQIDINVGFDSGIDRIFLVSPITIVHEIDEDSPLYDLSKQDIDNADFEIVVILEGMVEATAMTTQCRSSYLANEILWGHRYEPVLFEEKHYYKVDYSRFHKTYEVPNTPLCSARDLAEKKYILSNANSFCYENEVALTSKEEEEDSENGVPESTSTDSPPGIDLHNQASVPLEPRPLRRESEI
Numbers without * were called inactive; . = no result given. An unsorted share of the library, and some 0.84% of all compounds hit somewhere here.

SMILES	STK33 kinase inh	Kir21 block
CC1=C(/C=C/C(C)=N\NC(=O)c2ccncc2)C(C)(C)CCC1	0.5	0.26
COc1ccccc1-c1sc2ccccc2c1-c1ccc2c(c1)OCCO2	-1.1	.
CCN(CC)S(=O)(=O)c1ccc(NC(=S)Nc2ccc(F)cc2)cc1	-1.8	-0.25
Cc1ccc(OCC(=O)N2CCN(C(=O)c3ccco3)CC2)cc1	-1.2	0.49
O=c1cnnc(Nc2cccc(C(F)(F)F)c2)[nH]1	-0.1	0.01
CCOC(=O)c1sc(CS(=O)(=O)c2ccc(Cl)cc2)nc1C	-1.5	0.89
COCC(N)(c1ccccc1)c1nc2ccccc2n1C (stereo not given)	-1.5	0.21
O=C(Cc1ccccc1[N+](=O)[O-])NC1CC2CCC1C2 (stereo not given)	-4.2	-0.18
Oc1ccc(/C=N/N2CCCCC2)c(O)c1O	0.7	-2.05
CC(=O)c1sc(NC(=O)C2CSC3(C)CCC(=O)N23)nc1-c1ccccc1 (stereo not given)	0.1	-0.38
O=C1CCCC(O)=C1N=Nc1ccc(S(=O)(=O)N2CCOCC2)cc1	-0.1	-0.17
COc1ccccc1CNC(=O)CC1Sc2ccccc2NC1=O (stereo not given)	0.1	-0.08
Cn1c(=O)c2c(nc(Cl)n2Cc2ccncc2)n(C)c1=O	-0.7	-0.02
Cc1ccc2c(c1)nnn2C1CCN(C(=O)c2ccccc2F)CC1	-0.9	-0.46
Cc1ccc(CN2C(=O)C(C)Oc3ccccc32)cc1 (stereo not given)	-1.0	0.9
COc1ccc(C2=NOC(C(=O)Nc3ccc4c(c3)OCO4)C2)cc1 (stereo not given)	-1.8	-1.47
COc1cccc(-c2ccc(NC(=O)C3CCCN(Cc4cc(C)[nH]n4)C3)cc2)c1 (stereo not given)	0.7	-0.21
CC(C)(C)c1ccc2c(c1)N(CC(=O)N1CCOCC1)C(=O)CO2	-2.1	1.56
CC(C(=O)Nc1ccccc1F)N1CCN(C)CC1 (stereo not given)	0.3	1.17
Cc1cc(C)cc(N(CC(=O)NC2CCCC2)C(=O)CCC(=O)Nc2nc(C)cs2)c1	0.0	-1.77

The list goes on; the last 6 above are carried over.
SMILES	STK33 kinase inh	Kir21 block
Cc1ccc(CN2C(=O)C(C)Oc3ccccc32)cc1 (stereo not given)	-1.0	0.9
COc1ccc(C2=NOC(C(=O)Nc3ccc4c(c3)OCO4)C2)cc1 (stereo not given)	-1.8	-1.47
COc1cccc(-c2ccc(NC(=O)C3CCCN(Cc4cc(C)[nH]n4)C3)cc2)c1 (stereo not given)	0.7	-0.21
CC(C)(C)c1ccc2c(c1)N(CC(=O)N1CCOCC1)C(=O)CO2	-2.1	1.56
CC(C(=O)Nc1ccccc1F)N1CCN(C)CC1 (stereo not given)	0.3	1.17
Cc1cc(C)cc(N(CC(=O)NC2CCCC2)C(=O)CCC(=O)Nc2nc(C)cs2)c1	0.0	-1.77
O=C1CCNc2ccc(-c3ccccc3)cc21	1.9	-8.04
C/C(CC(=O)Nc1ccc2c(c1)OCCO2)=N\NC(=O)c1ccccn1	-1.0	0.07
N#C/C(=C\c1ccc2c(c1)OCCO2)C(=O)Nc1nccs1	-0.5	0.17
Cn1cccc1C(=O)OCC(=O)Nc1ccc2[nH]c(=O)[nH]c2c1	-1.3	.
CC(C)NC(=O)C1CCCN(c2nnc(-n3cccc3)s2)C1 (stereo not given)	-0.4	0.26
CC(Sc1nnc(Cn2c(=O)sc3ccccc32)n1C)c1ccccc1 (stereo not given)	1.2	-4.22*
CC(C)N(C)CCOC(=O)/C=C/c1ccccc1	0.4	0.48
COc1ccc(CNC(=O)Cc2csc(NC(=O)Nc3ccccc3OC)n2)cc1	0.2	0.57
CCOC(=O)c1ccc(NC(=O)c2ccc(C)c(S(=O)(=O)N3CCOCC3)c2)cc1	-2.1	0.06
N#C[C@H]1C(O)C(O)c2ccccc2N1C(=O)c1ccccc1 (stereo not given in full)	-0.3	1.75
CCCn1nc(C(=O)N2CC(=O)Nc3ccccc32)c2ccccc2c1=O	-0.5	0.77
CCOc1ccccc1N(CC(=O)Nc1ccc2c(c1)OCCO2)S(C)(=O)=O	-0.1	0.12
Cc1ccc(OCC(=O)Nc2nnc(C3CCCO3)s2)c(Br)c1 (stereo not given)	0.0	2.97
Fc1cccc(NC(=S)NCCCN2CCOCC2)c1	-2.1	0.37
NC(=O)C1CCN(C(=O)/C(=C/c2ccco2)NC(=O)c2ccccc2)CC1	-1.9	-0.59
CC(Sc1sc(=S)sc1SC(C)C(=O)O)C(=O)O (stereo not given)	-2.3	-0.4
Cc1cccc(-c2nnc(SCC(=O)Nc3cccc(C(=O)N4CCOCC4)c3)n2C)c1	0.5	1.99
CCC(CC)C(=O)N1CC(=O)Nc2ccc(C)cc2C1c1ccccc1 (stereo not given)	-0.9	0.63
CC(C)(C)NC(=O)Cn1ccc(=N)c2ccccc21	-4.0	0.09
CC(C)C(C)NC(=O)COC(=O)c1cc(S(=O)(=O)N(C)C)ccc1N1CCCC1 (stereo not given)	-1.3	1.61
COc1ccc(N2C(=NC(=O)C3CC3)SC3CS(=O)(=O)CC32)cc1Cl (stereo not given)	-0.9	1.47
Cc1ccc(-c2nc3ncccn3c2Nc2ccc3c(c2)OCCO3)o1	0.9	-0.18
Cc1nn(C)cc1/C=N/NC(=O)Cn1nccc1C	-0.6	-1.57
COc1ccc(NS(=O)(=O)c2cc(C(=O)NNC(=O)c3ccncc3)ccc2OC)c(OC)c1	-0.6	.
CC1=CC(C)(C)N(C(=O)CNC2CCCC2)c2cc(C)ccc21	.	-0.82
COc1ccccc1NC(=O)CCC(=O)Nc1nnc(C2CCCCC2)s1	-0.9	2.39
O=C(Nc1ccccc1)N1CCCCC1c1cccnc1 (stereo not given)	-0.7	1.14
O=C(/C=C\Nc1ccc2c(c1)OCO2)c1ccc2c(c1)OCO2	-2.1	0.69
COCc1c(C(=O)OCC(=O)c2ccc[nH]2)oc2ccccc12	-0.8	.
Fc1cc(Cl)ccc1NC1=NCCCCC1	0.0	0.71
O=C(NNC(=S)NC1CCCCC1)c1ccccc1Cl	-1.5	-0.91
COC(=O)c1ccc(N2CCN(CC(=O)c3ccc(-c4ccccc4)cc3)CC2)c([N+](=O)[O-])c1	-1.0	1.34
O=C(COC(=O)C1(c2cccc(F)c2)CCCC1)NCc1cccs1	0.9	-5.27*
CCOC(=O)N1CCC(NCCNC(=O)c2ccco2)CC1	-1.1	0.38
CC(O)CNC(=O)C1CCN(Cc2ccc(OCc3ccccc3)cc2)CC1 (stereo not given)	-0.1	-3.07
Cc1cc(C(=O)OCC(=O)c2ccc3c(c2)OCCO3)c(C)o1	0.0	0.01
CCOC(=O)c1ccc(NC(=O)c2nc[nH]c2C(=O)N2CCN(c3ccccc3)CC2)cc1	-0.7	0.67
COc1ccc(CC(=O)Nc2cccc(-c3nnc(-c4ccc(C)cc4)o3)c2)cc1OC	-1.5	0.37
O=C(NCC1CCCO1)c1cccc(NC(=O)c2ccccc2)c1 (stereo not given)	6.8	-0.04
CN(C(=O)CS(=O)(=O)c1cccc(Cl)c1)c1ccccc1	-2.7	0.53

Record cards (already shown). Values in the order: STK33 kinase inh, Kir21 block
COCc1c(C(=O)OCC(=O)c2ccc[nH]2)oc2ccccc12 as listed: -0.8, .
CC(O)CNC(=O)C1CCN(Cc2ccc(OCc3ccccc3)cc2)CC1 (stereo not given) as listed: -0.1, -3.07
Cc1nn(C)cc1/C=N/NC(=O)Cn1nccc1C as listed: -0.6, -1.57
COc1ccc(N2C(=NC(=O)C3CC3)SC3CS(=O)(=O)CC32)cc1Cl (stereo not given) as listed: -0.9, 1.47
CN(C(=O)CS(=O)(=O)c1cccc(Cl)c1)c1ccccc1 as listed: -2.7, 0.53

Later entries
SMILES	STK33 kinase inh	Kir21 block
CS(=O)(=O)Nc1ccc(C2=NN(S(=O)(=O)c3ccccc3)C(c3cccs3)C2)cc1 (stereo not given)	-0.8	-1.54
CC(C)(C)C(=O)Nc1nnc(SCC(=O)NCc2ccco2)s1	-0.5	-0.23
CCCc1cc(C(=O)Nc2ccc(CC)cc2)no1	0.7	-1.1
COc1ccc(NC(=O)/C(=C\c2ccco2)NC(=O)c2ccco2)cc1	0.3	-0.07
NS(=O)(=O)c1ccc(NC(=O)COC(=O)C2CC2)cc1	-1.0	.
O=C(Nc1ccc2ncccc2c1)c1cccc(Br)c1	0.4	-0.06
CCCc1ccc2oc(C(=O)NCCN3CCCC(C(N)=O)C3)c(C)c2c1 (stereo not given)	-2.4	-1.3
COCCNC(=O)CSc1nc2cc(OC)c(OC)cc2c(=O)n1CCC1=CCCCC1	.	1.07
OC1(CNCc2ccccc2)C2CC3CC(C2)CC1C3 (stereo not given)	-1.0	-0.2
CCC(C)N1CCN(S(=O)(=O)c2ccc3ccccc3c2)CC1 (stereo not given)	-0.6	-0.15
Cc1ccc(CCCOC(=O)CN2CCCCC2)cc1	-2.4	1.24
Cc1nn(Cc2ccc(F)cc2)c(C)c1NC(=O)c1cc(-c2ccc3c(c2)OCO3)on1	1.6	-0.09
CCCCCCCCN1C(=O)C(O)=C(C(C)=O)C1c1ccccn1 (stereo not given)	-2.2	0.39
COC(=O)c1c(-c2c(Cl)cccc2Cl)noc1NC(=O)NN1CCOCC1	-0.9	0.19
CC(C)C[C@H](NC(=O)c1[nH]cnc1C(=O)N[C@H](C)c1ccccc1)C(=O)OCc1ccccc1	-0.7	-1.57
O=C(CCN1C(=O)c2ccccc2C1=O)NC(=S)Nc1cccc(Cl)c1	-2.2	-0.05
C[C@@H](C(=O)Nc1ccccc1N1CCOCC1)N1C(=O)C2CC=CCC2C1=O (stereo not given in full)	-1.3	0.26
COc1ccc(NC(=S)N(CCCN2CCOCC2)C(C)c2cc3ccccc3o2)cc1 (stereo not given)	-0.8	0.32
C=CCn1c(-c2csc3ccccc23)n[nH]c1=S	0.3	-0.55
CC(=O)N1CCOCCOCCOCC1	-1.4	0.41
O=C(CSc1nc(=O)n(CCN2CCOCC2)c2c1CCC2)Nc1ccc(OC(F)(F)F)cc1	-1.4	-1.91
Cc1ccc(NC(=O)c2cc(S(=O)(=O)N3CCCCC3)cs2)cc1	0.9	-0.08
CCN(CC)c1ncnc2c1cnn2C	-1.5	0.92
c1cc(Nc2cccc3nccnc23)c2nccnc2c1	-0.2	-0.19
COc1cccc(NC(=O)Nc2cc(C(=O)O)ccc2C)c1	-0.7	-0.48
COc1ccc(C(=O)c2c3ccc([N+](=O)[O-])cc3[n+]([O-])n2CCCN)cc1	0.1	0.68
Cc1ccc(CNC(=O)c2cc3c(=O)n(C)c4ccccc4c3n2C)o1	-0.5	0.93
O=C(CSc1nnnn1-c1ccccc1)N1CCCc2ccccc21	-0.5	-0.38
COc1ccc(OC)c([C@@H]2OCCC=C[C@H]2C)c1	0.4	-2.35
O=C1N=C(N2CCCC2)CN1c1ccccc1	-1.9	0.84
CC(/C=C/c1ccccc1)=N/NC(=O)Cn1nnc(N)n1	-0.7	-2.35
Cc1nc2sc(C(c3ccco3)N3CCN(c4cccc(Cl)c4)CC3)c(O)n2n1 (stereo not given)	0.5	0.75
O=C(O)c1cccc(NS(=O)(=O)c2ccc3c(c2)OCCCO3)c1	0.6	-0.29
COc1cccc(CC(=O)Nc2cc(S(=O)(=O)N3CCOCC3)ccc2N2CCOCC2)c1	-0.2	-0.01
COCCNC(=O)[C@H]1N2C(=O)c3c(ccc(OC)c3OC)C2SC1(C)C (stereo not given in full)	-0.4	-1.3
O=C(CCCN1C(=O)c2cccc3cccc(c23)C1=O)N1CCN(c2ccccc2O)CC1	-1.8	-0.71
COc1ccccc1CNC(=O)CN(C)S(=O)(=O)c1ccc2c(c1)c(=O)n(C)c(=O)n2C	-0.4	0.66
Cc1ccc(CCNC(=O)C2CCCN(S(=O)(=O)N3CC(C)CC(C)C3)C2)cc1 (stereo not given)	-0.6	-0.7
CCOC(=O)Cc1csc(NC(=O)CSc2nnnn2-c2ccc(C)c(C)c2)n1	-0.8	0.05
C=CC#CC1(O)CC(C)[N+](C)(C)CC1C (stereo not given)	-0.7	-0.06
COc1cccc(NC(=O)c2nnn(Cc3ccc(Br)cc3F)c2N)c1	-0.4	-0.02
Cc1ccc(C)c(CN2C(=O)COc3ccc(C(=O)c4ccccc4C(=O)O)cc32)c1	-2.1	-2.76
CSC[C@H](NC(=O)COc1cc2c(c3oc(=O)cc(C)c13)CCC(C)(C)O2)C(=O)O	-0.1	0.32
COc1ccc(C(=O)NCc2nnc(SCC(=O)Nc3ccccc3F)o2)cc1	0.1	-0.62
CCC(=O)N1CCc2cc(Br)cc(S(=O)(=O)NCCCN(C)Cc3ccccc3)c21	-1.0	0.21
CCOc1cc(/C=N/n2nnnc2N)ccc1OCc1c(C)no[n+]1[O-]	-0.1	-1.2
COCc1c(C(=O)Nc2nc(C)cs2)oc2ccccc12	0.4	1.12
COc1ccc(N2CCN(C(=O)c3ccc(CNS(=O)(=O)c4cc(C)ccc4C)cc3)CC2)cc1	0.3	-2.08
O=C(CCOc1ccccc1)Nc1ccnn1C1CCN(Cc2ccc(F)cc2)CC1	-3.3	1.8
O=C1CN(C(=O)c2cccc(Br)c2)c2ccccc2N1	0.3	1.59
Cc1cc(-c2ccccc2)n(-c2ccc(C(N)=O)cc2)n1	-0.3	0.31
Cn1c(OCc2cccnc2)nc2c1c(=O)n(Cc1ccc(Br)cc1)c(=O)n2C	1.9	0.66
CN(CCNC(=O)C1CCN(S(=O)(=O)N2CCOCC2)CC1)CCc1ccccc1	0.3	0.84
O=C(c1ccco1)N1CCN(c2ncnc3c2[nH]c2ccccc23)CC1	.	0.45
CC(=O)c1ccc(NC(=S)N2CCN(c3ccccn3)CC2)cc1	0.3	-0.78
